Source: PubChem
ERK EGF inh = blocks ERK signaling stimulated by EGF. HEK293-V1b, EGF-stimulated phospho-ERK AlphaScreen. Potency, µM (top dose mostly 11.5 µM), for inactives: top-dose activity change, negative = inhibition, hits mostly inhibitors. 130,000 tested, 0.41% active. AID 1454; active = well fitted inhibition curve with a large enough effect; inconclusive = small, poorly fitted or top-dose-only effect, or effect the other way;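 note: plate controls were stimulated vehicle wells for no effect and unstimulated vehicle basal for full effect; nearly all actives have a fitted effect of over 55% in size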
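In this qHTS, HEK293 cells with stable type-1 vasopressin (V1b) receptor were exposed to compound at 37C for 30 min, stimulated 5 min with EGF at 25 nM, lysed, and probed for phospho-ERK by AlphaScreen.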
An asterisk follows results filed as active; ? = inconclusive; & = joins results of further samples; [ ] = dose if it differs, or a comment. Potency is the fitted concentration of half-maximal effect. This is a subset, so the mix of outcomes need not match the whole.

SMILES	ERK EGF inh
O=C(CN1C(=O)c2ccccc2S1(=O)=O)Nc1ccccc1	2.3%[57.5 µM]
Cc1cc(C)cc(NC(=S)N=Nc2c(O)n(C)c3ccc(S(=O)(=O)N4CCOCC4)cc23)c1	3.8%
O=C(Nc1ccc(Br)c2ccccc12)c1ccc2ccccc2c1O	-4.1%[57.5 µM]
Cc1cc(-c2nn(-c3ccccc3F)cc2CNCCc2cnc[nH]2)c(C)s1	-18.1%
CCN1CCC[C@@H](OC(=O)C(c2ccccc2)c2ccccc2)C1	-11.0%[25.7 µM]
C[C@@]12C=CC(=O)C=C1CC[C@@H]1[C@@H]2[C@H](O)C[C@]2(C)[C@@H]1CC[C@]2(O)C(=O)CO	2.2%[25.7 µM]
CN(Cc1nc(-c2cnccn2)no1)Cc1n[nH]c2c1CCCCC2	3.1%[57.5 µM]
CN(Cc1cccc(-n2cccn2)c1)Cc1cn(C)nc1-c1ccccc1F	1.0%
CC(=O)OC(COc1ccc(F)cc1)Cn1cnc2ccccc21 (stereo not drawn)	-4.7%
Cc1cc[n+]2n1CC(O)C2 (stereo not drawn)	8.4%[57.5 µM]
Cc1nc(CN2CCN(Cc3nc(C(c4ccccc4)c4ccccc4)no3)CC2)cs1	-4.6%
COc1ccccc1NS(=O)(=O)c1cc(NC(=O)CCC(=O)c2cccs2)ccc1Cl	-6.8%
COc1ccc(-n2c(Cc3cccn3C)nnc2SCC(=O)Nc2ccc(F)cc2F)cc1	-3.1%
Cc1ccc(C)c(OCc2nc3ccccc3[nH]2)c1	-2.7%
NS(=O)(=O)c1cccc(NC(=O)c2cc3ccccc3o2)c1	3.5%
Cc1nn(C(C)c2n[nH]c(=S)n2-c2cccc(Cl)c2)c(C)c1[N+](=O)[O-] (stereo not drawn)	3.9%
Cc1ccc(C)c(C(C)NC(=O)c2ccccc2Br)c1 (stereo not drawn)	3.2%
Cc1cc(Br)ccc1OCC(=O)NNC(=O)c1cnccn1	-1.3%
COC(=O)c1ccc2nc(NC(=O)C3CCCCC3)sc2c1	-1.3%
C=C(C)C(=O)Nc1cccc(C2=NOC3(C2)C[C@@H](C(N)=O)N(C(=O)C2(C)CC2)C3)c1 (stereo partly drawn)	-4.7%[57.5 µM]
Cc1ccc(S(=O)(=O)N2CCN(C(=O)C3CCN(C(=O)c4ccccc4C)CC3)CC2)cc1C	10.2%
C/C(=N\NC(=O)C(O)(c1ccccc1)c1ccccc1)c1ccc(C)o1	-5.3%
CN1C/C(=C/c2ccsc2)C(=O)/C(=C/c2ccsc2)C1	-12.2%
CCOc1ccc2c(c1)[N+](C)(C)C(C)(C)C=C2C	5.9%
CN1CCC(=NNC(=O)C(=O)Nc2cccc(Br)c2)CC1	-4.1%

The list goes on:
SMILES	ERK EGF inh
CCCCNC(=O)CSc1nnc(-c2ccc(S(=O)(=O)N3CCCC3)cc2)n1C	2.8%
O=c1c(=Nc2ccccc2O)c(=O)c2ccccc12	-3.9%
CC1CN(Cc2ccccc2)c2ccccc2NC1=S (stereo not drawn)	-1.2%
CCN(/C=N/S(=O)(=O)c1ccc(Cl)cc1)CC	-0.7%[57.5 µM]
COc1cc(OC)c2c(OC)c(-c3ccc4c(c3)OCO4)c(=O)oc2c1	16.4%
N/C(Cn1cncn1)=N\NC(=O)C(=O)Nc1cccc(C(F)(F)F)c1	-12.2%
CC(C)C(=O)NS(=O)(=O)c1ccc(NS(C)(=O)=O)cc1	8.1%[57.5 µM]
CC(=O)Nc1cccc(NC(=O)CSc2nn3c(=O)c(C)nnc3s2)c1	-8.7%[57.5 µM]
S=C(NCc1ccc2c(c1)OCO2)NCc1ccco1	-2.8%
O=C(O)c1cccc(-n2cccc2/C=C2\SC(=O)N(Cc3ccccc3F)C2=O)c1	12.5%
CN=C(c1ccc(C)cc1)n1c(=S)nc(-c2ccc(C)cc2)n(C)c1=S	-2.3%
CN(C(=O)CC1C(=O)NCCN1Cc1ccc(F)c(F)c1)C1CCOCC1 (stereo not drawn)	-7.4%
CC#CC[N+](C)(C)CCCCCCCCCC	2.0%[57.5 µM]
CCNC(=S)N1CCCC(c2nc3ccc(C)cc3[nH]2)C1 (stereo not drawn)	-1.2%
O=C(NCc1ccccn1)c1cc(-c2ccc(Br)cc2)nc2ccccc12	-4.3%
CCOc1cc(C)c(Cl)cc1S(=O)(=O)NC1CC(C)(C)NC(C)(C)C1	5.3%
CCN1C(=O)C(CC(=O)Nc2ccc(OC)cc2)N(CCc2ccccc2F)C1=S (stereo not drawn)	5.0%[57.5 µM]
O=C(NC1CCCCC1)N1CCCC1	3.0%
CC1CCC(NC(=O)c2ccc(S(C)(=O)=O)cc2)CC1 (stereo not drawn)	0.8%
Cc1cc2ncn(CCC(=O)NC(C)(C)C)c2cc1C	5.3%
O=C(NC1CCCCC1)C(c1ccc(F)cc1)N(CCc1ccccc1)C(=O)CN1C(=O)c2ccccc2S1(=O)=O (stereo not drawn)	6.0%
CC(=O)c1ccc(C(=O)N(CCN(C)C)c2nc3c(Cl)cccc3s2)cc1	1.0%
Nn1c(SCc2cccc(Cl)c2)nnc1-c1ccncc1	2.8%[57.5 µM]
N#Cc1cccc(OCC(=O)NC(=O)NCc2ccccc2)c1	8.3%
COC(=O)c1c(C)oc(C)c1S(=O)(=O)Nc1ccccc1	-4.4%[57.5 µM]

Among those listed so far, five contain an NH in an aromatic ring.
SMILES	ERK EGF inh
Cc1cc(-c2nn(-c3ccccc3F)cc2CNCCc2cnc[nH]2)c(C)s1	-18.1%
CN(Cc1nc(-c2cnccn2)no1)Cc1n[nH]c2c1CCCCC2	3.1%[57.5 µM]
Cc1ccc(C)c(OCc2nc3ccccc3[nH]2)c1	-2.7%
Cc1nn(C(C)c2n[nH]c(=S)n2-c2cccc(Cl)c2)c(C)c1[N+](=O)[O-] (stereo not drawn)	3.9%
CCNC(=S)N1CCCC(c2nc3ccc(C)cc3[nH]2)C1 (stereo not drawn)	-1.2%

An excerpt from above in order of their number in ERK EGF inh, high to low:
SMILES	ERK EGF inh
COc1cc(OC)c2c(OC)c(-c3ccc4c(c3)OCO4)c(=O)oc2c1	16.4%
Cc1cc2ncn(CCC(=O)NC(C)(C)C)c2cc1C	5.3%
Cc1ccc(C)c(C(C)NC(=O)c2ccccc2Br)c1 (stereo not drawn)	3.2%
S=C(NCc1ccc2c(c1)OCO2)NCc1ccco1	-2.8%
CN1CCC(=NNC(=O)C(=O)Nc2cccc(Br)c2)CC1	-4.1%

(continued)
SMILES	ERK EGF inh
CN(C)c1ccc(C(=O)NC2(N3CCC3=O)CCCC2)cc1	-5.8%
O=C(CN(C1CCCCC1)S(=O)(=O)c1ccc(F)cc1)Nc1ccc2c(c1)OCO2	5.2%
C=CCc1cccc(C=Nc2cccn3cc(-c4ccccc4)nc23)c1O	-10.0%
CN=C1C=C/C(=N/N=c2\ccn(O)cc2C)C=C1C	17.8µM*
COc1ccc(N2CCC(CNC(=S)Nc3cccc(C)c3)C2)cc1 (stereo not drawn)	?
Cc1ccccc1-n1c(-c2csc3ccccc23)n[nH]c1=S	5.0%
CCc1ccccc1NC(=O)CSc1n[nH]c(C)c1[N+](=O)[O-]	5.9%
O=C(O)c1nn(CCSc2ccccc2F)c(=O)c2ccccc12	1.8%[57.5 µM]
O=C1Cc2ccccc2C(c2ccccc2)N1 (stereo not drawn)	-12.0%[57.5 µM]
OB(O)c1cc2ccccc2s1	6.7%
CCn1c(NCc2ccccc2NS(=O)(=O)c2ccc(C)cc2)nc2ccccc21	-0.8%
Nc1cc(=O)[nH]c(SCc2nnnn2-c2ccc(Cl)cc2)n1	2.3%
C=CCNc1nc(-c2cc3ccccc3o2)cs1	8.4%
Cc1cc(=O)[nH]c(SC(C(=O)O)c2ccccc2)n1 (stereo not drawn)	3.0%
CC(C)(C)c1cc(C(=O)N/N=C/c2ccc(O)cc2)n(-c2ccccc2)n1	-1.0%
O=C1c2ccccc2C(=O)N1OS(=O)(=O)c1ccccc1	-14.3%
COc1ccc(NC(=O)c2ccccc2-c2ccc(C(F)(F)F)cc2)cc1S(=O)(=O)N1CCOCC1	2.7%
COc1ccc(C2=NN(C(=O)CSc3ncccn3)C(c3cccc(OC)c3OC)C2)cc1 (stereo not drawn)	-1.1%
COc1ccc(C(=O)Oc2cc(N)n(S(=O)(=O)c3ccccc3)n2)cc1	1.8%
CCS(=O)(=O)Nc1cccc(C2=NN(S(=O)(=O)c3ccc(C)cc3)C(c3ccco3)C2)c1 (stereo not drawn)	2.3%
COc1ccc(SC[C@H](CC(C)C)N2CCN(C)CCC2=O)cc1	3.6%[57.5 µM]
O=C(CCCCCn1c(=S)[nH]c2ccc(N3CCOCC3)cc2c1=O)NC1CCN(Cc2ccccc2)CC1	-1.7%
Cc1cc(C)nc(NS(=O)(=O)c2ccc(NC(=O)c3ccc4c(c3)OCCO4)cc2)n1	-5.4%
CC1C=CCC2C(=O)N(c3ccccc3OC(=O)c3ccco3)C(=O)C12 (stereo not drawn)	9.6%
O=C(CCCc1c[nH]c2ccccc12)NCC1COc2ccccc2O1 (stereo not drawn)	-6.0%[57.5 µM]

Continuation:
SMILES	ERK EGF inh
Cn1cccc1CC(=O)N/N=C/c1ccco1	12.0%[57.5 µM]
CCOC(=O)c1c(C)nn(-c2ncccc2NC(=O)NC(C)C)c1C	-4.1%[57.5 µM]
CCOC(=O)CSc1nc(NC#N)nc(N(CC)CC)n1	0.8%
Cn1c(SCC(=O)N2c3ccccc3CCc3ccccc32)nnc1-c1cc2ccccc2cc1O	-9.0%
C[C@@H]1CC=C[C@H]2[C@H]1C(=O)N(Cc1ccccc1)[C@H]2c1ccc(-c2cc3ccccc3s2)cc1F	13.2%[57.5 µM]
CC1CN(C(=O)COC(=O)c2ccc(Cl)nc2)CC(C)O1 (stereo not drawn)	3.3%
CC1(C)CC(CCNC(=O)CCl)(c2ccccc2)CCO1 (stereo not drawn)	-1.0%[57.5 µM]
Cn1c(CNC(=O)OC(C)(C)C)nnc1SCC(=O)N1CCOCC1	7.7%[57.5 µM]
O=[N+]([O-])c1cccc(S(=O)(=O)c2ccc(N3CCCCC3)c([N+](=O)[O-])c2)c1	-8.3%
CCC(C)NC(=O)c1ccc(N2CCC3(CC2)OCCO3)c([N+](=O)[O-])c1 (stereo not drawn)	3.7%
Cn1c(SCC(=O)Nc2sccc2C(N)=O)nnc1-c1ccncc1	0.5%[57.5 µM]
O=C(NNS(=O)(=O)c1ccccc1C(F)(F)F)c1cccc(S(=O)(=O)Nc2ccccc2Cl)c1	12.3%
O=C(CN1CCN(c2ccc(O)cc2)CC1)NC1CCCc2ccccc21 (stereo not drawn)	-5.0%
N/C(COc1ncn(-c2ccccc2)n1)=N\S(=O)(=O)c1ccccc1	-3.4%
COc1ccc2c(c1)-c1nc(/N=C/c3cccc(OC)c3O)sc1CC2	8.0%
COc1ccc(/C=C/C(=O)Nc2cccc(N3CCOCC3)c2)cc1OC	1.4%
COc1cc(C(=O)Nc2cccc(-c3nnc(-c4ccco4)o3)c2)ccc1OC(C)=O	-2.4%[57.5 µM]
Cn1c(=O)c([N+](=O)[O-])c(NCCCn2ccnc2)c2ccccc21	-6.5%[57.5 µM]
O=C(NCc1ccco1)C(c1ccco1)N(Cc1cccs1)C(=O)Cn1nnc2ccccc21 (stereo not drawn)	1.6%
CCOc1ccc(N2C(=O)C3C(C2=O)C3(c2ccccc2)c2ccccc2)cc1 (stereo not drawn)	0.3%
N[C@@H](Cc1cc(CP(=O)(O)O)cc(-c2ccccc2Cl)c1)C(=O)O	-6.0%
Nc1c(Br)cc(Br)cc1CNC1CCC(O)CC1 (stereo not drawn)	16.3%
CC1(C)CC(CCN)(Cc2ccccc2Cl)CCO1 (stereo not drawn)	-12.2%[57.5 µM]
Cn1c(N)c(C(=O)COC(=O)c2cc(C3CC3)nc3ccccc23)c(=O)n(Cc2ccccc2)c1=O	8.6%&-7.3%
CC1CCc2sc(C(=O)N/N=C/c3ccc(O)cc3)cc2C1 (stereo not drawn)	-5.2%[57.5 µM]

(more compounds)
SMILES	ERK EGF inh
CC(OC(=O)C1CC1)C(=O)Nc1ccc([N+](=O)[O-])cc1Cl (stereo not drawn)	-2.7%
CCOc1nc(-c2ccccc2Cl)nc2ccccc12	-8.6%[57.5 µM]
COc1c(/C=N/NC(N)=S)c(C)nn1-c1ccccc1	-2.4%
c1ccc(COc2ccccc2CNC23CC4CC(CC(C4)C2)C3)cc1	29.4%
O=C(O)CCCC(=O)Nc1ccc(Br)cc1C(=O)O	5.5%
CC(C(=O)Nc1ccc([N+](=O)[O-])cc1)N1CCN(C/C=C/c2ccccc2)CC1 (stereo not drawn)	7.7%
O=c1c(C=NCc2cccnc2)c(C(F)(F)F)[nH]n1-c1nc2ccccc2s1	0.8%
Oc1cccc(CCC2CCCCN2Cc2cn[nH]c2-c2ccc3c(c2)OCO3)c1 (stereo not drawn)	0.2%
CCOc1cc(/C=N/NC(=O)CSc2cccc3cccnc23)ccc1O	4.4%
CCC(CO)Nc1nc(CN2CCCCC2)nc2scc(-c3ccccc3)c12 (stereo not drawn)	8.3%
COCCn1c(=N)c(C(=O)NCc2ccco2)cc2c(=O)n3cc(C)ccc3nc21	-2.8%
Cc1ccnc(NC(=O)CCC(=O)N(CC(=O)NC2CCCCC2)Cc2ccccc2)c1	0.2%
COc1ccccc1/C=C/C=N/NC(=O)CN1CCN(Cc2ccccc2)CC1	-9.6%[57.5 µM]
CCOC(=O)c1cccc(NC(=O)Cn2cc3c(n2)CCC(C)C3)c1 (stereo not drawn)	5.3%
Cc1ccc(C2=C(CC(=O)O)C(=O)CC2)cc1	13.6%
CNC(=S)N/N=C/c1cccc(OCc2ccccc2F)c1	5.2%
COc1ccc(NC(=O)Nc2ccc(C(C)C)cc2)cc1	-7.0%[57.5 µM]
Nc1ccc(S(N)(=O)=O)cc1	1.4%
CC(C)N1CCC(=NNc2ccc(S(=O)(=O)N3CCOCC3)cc2[N+](=O)[O-])CC1	6.8%

ERK EGF inh, what is marked active above
SMILES	ERK EGF inh
CN=C1C=C/C(=N/N=c2\ccn(O)cc2C)C=C1C	17.8µM*
